Screening data deposited in PubChem BioAssay by several laboratories.
HEK293 NOD2/NF-kB = NOD2 signaling inhibitors, cell-based, luminescence, uHTS, HEK293 (AID 1566); HEK293 NOD2/NF-kB luciferase reporter, luminescence; higher % means a stronger effect; inhibition, % at 4 µM, or EC50 in µM where a hit was titrated; actives 0.63% (n = 290,000); also: many of its hits are not listed in these tables
GPR55 antagonists = GPR55 antagonists blocking LPI-driven arrestin recruitment, primary screen, imaging, U2OS, beta-arrestin-GFP, LPI agonist (AID 2013) | U2OS GPR55 beta-arrestin-GFP translocation imaging, LPI antagonism; higher % means a stronger effect | inhibition, % at 10 µM; hits with a dose series show IC50 in µM | actives 0.13% (n = 290,000);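 active = spots per cell inhibited over 60%, with over 100 cells counted and total cytoplasm intensity under 500,000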;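 also: U2OS cells stably carrying GPR55 and arrestin-GFP stimulated by 5 µM LPI near EC80; imaged beta-arrestin-GFP aggregate spots per cell after agonist stimulation; plate controls were LPI-stimulated DMSO wells for no effect and DMSO wells without LPI for full effect; some results filed as inactive read as strong as hits; confirmed hits need IC50 under 10 µM and bright autofluorescent wells are also inconclusive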
Myeloid diff 2 = induction of myeloid progenitor differentiation, primary screen, cell-based, flow cytometry, MLPCN library. calls only at 10 µM. ER-HoxA9 myeloid progenitors, lysozyme-GFP differentiation. actives 1% (n = 360,000);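 active = normalized GFP-positive differentiation at or above the plate's own cutoff, the solvent-only control mean plus 3 SD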;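 also: cells exposed to compound for four days before flow analysis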
NOD1 NF-kB reporter = NOD1 signaling inhibitors, primary screen, cell-based, luminescence, uHTS (AID 1578); NOD1-driven NF-kB luciferase reporter cells, luminescence; higher % means a stronger effect; inhibition, % at 4 µM; hits with a dose series show EC50 in µM; actives 1% (n = 290,000); in the data active = inhibition mostly above about 36%, no sharp cut-off; inactive = mostly below about 34%;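 also: HEK-293T reporter cells stimulated with the NOD1 agonist gamma-tri-DAP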
T cell HTS = modulators of CD8 T cell-vesicle binding, primary screen, mouse 2C CD8+ T cells, flow cytometry | 2C CD8+ T cell-vesicle binding; hits give low values | calls only at 7 µM | actives 0.068% (n = 330,000) | AID 2052, 2009;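 active = response, share of CD8 T cells binding vesicles, and their 90th percentile fluorescence all below set limits, cut at about 80% in these data, passing the limit was not always enough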
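System: murine 2C transgenic CD8+ T lymphocytes; also added: QL9-loaded Drosophila micro-vesicles; times: binding 1.5 h at 37 °C; measured by: flow cytometry, PE anti-B7-1 (FL2) versus Alexa647 anti-CD8 (FL8), PFA-fixed; control set: Peptide-free naked vesicles (low) and QL9 vesicles with 0.7% DMSO vehicle (high)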
GPR55 activation = GPR55 agonists via beta-arrestin recruitment, primary screen, imaging, U2OS cells, beta-arrestin-GFP redistribution (AID 1961). U2OS GPR55 beta-arrestin-GFP redistribution imaging; higher % means a stronger effect. activation, % at 10 µM, or EC50 in µM where a hit was titrated. G-protein coupled receptor 55 (Homo sapiens). actives 0.048% (n = 290,000);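 active = activation above 40% with more than 50 cells counted in the well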;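 also: U2OS osteosarcoma cells stably expressing GPR55 and beta-arrestin-GFP; plate controls were DMSO negative control for no effect and LPI positive control for full effect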
KOR beta-arrestin-1 = KOR agonists, beta-arrestin recruitment, primary screen, cell-based, luminescence, uHTS (AID 1777); activation, % at 10 µM; hits with a dose series show EC50 in µM; Kappa-type opioid receptor (Homo sapiens); actives 0.02% (n = 280,000); KOR beta-arrestin recruitment, luminescence; higher % means a stronger effect; in the data active = activation above about 50%, passing the limit was not always enough; also: a part of the inactive calls stands beside numbers as strong as those of hits
NTR1 ag = agonists of NTR1, primary screen, imaging, U2OS cells, beta-arrestin-GFP, high content (AID 493036). Neurotensin receptor type 1 (Homo sapiens), P30989. NTR1-U2OS beta-arrestin-GFP spot imaging, agonist mode. activation, % at 20 µM. actives 0.17% (n = 330,000);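 active = activation at or above 40% of the spot to cytoplasm intensity ratio, with at least 20 cells analyzed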;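 also: 0% = DMSO without peptide and 100% = 100 nM NTR1 peptide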
Target sequence (P30989 whole entry, looked up): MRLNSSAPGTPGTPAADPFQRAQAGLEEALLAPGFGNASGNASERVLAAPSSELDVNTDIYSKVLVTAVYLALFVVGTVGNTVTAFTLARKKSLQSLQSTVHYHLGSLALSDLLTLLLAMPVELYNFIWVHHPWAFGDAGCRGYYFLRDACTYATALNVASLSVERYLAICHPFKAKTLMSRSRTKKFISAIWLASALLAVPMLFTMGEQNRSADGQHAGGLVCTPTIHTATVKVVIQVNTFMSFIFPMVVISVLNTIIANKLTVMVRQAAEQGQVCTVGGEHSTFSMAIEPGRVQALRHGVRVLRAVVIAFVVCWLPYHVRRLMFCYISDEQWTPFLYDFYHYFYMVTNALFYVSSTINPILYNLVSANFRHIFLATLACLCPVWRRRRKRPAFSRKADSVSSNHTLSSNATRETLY
KOR beta-arrestin-2 = KOR antagonists, beta-arrestin recruitment, cell-based, luminescence, uHTS (AID 1778); Kappa-type opioid receptor (Homo sapiens); KOR beta-arrestin recruitment, luminescence, antagonist mode; higher % means a stronger effect; inhibition, % at 10 µM, or IC50 in µM where a hit was titrated; actives 0.091% (n = 290,000); also: strong numbers were not always called active
T cell HTS vesicle-bound % = recorded beside T cell HTS, whose call it bears; double positive events, %; measured here: CD8+ vesicle-bound cell fraction;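 binding gate set so that unloaded-vesicle control wells show 10% double positive cells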
NTR1 ag cell count 20 µM = recorded beside NTR1 ag, whose call it bears; cell count; measured here: cell count, cytotoxicity flag
Myeloid diff 2 GFP+ MAC1+ % = recorded beside Myeloid diff 2, whose call it bears; GFP+ MAC1+ double positive, %; measured here: differentiation confirmed by MAC1 staining
Numbers without * were called inactive; & = joins results of further samples; [ ] = another dose, or the depositor's remark. Rule as the data show it, unless noted: active = inhibition above about 50%; inactive = the rest.

Screening C=CCn1c(=NC(=O)c2cc(Cl)sc2Cl)sc2cc(S(N)(=O)=O)ccc21 returned HEK293 NOD2/NF-kB 11%, GPR55 antagonists 15%, Myeloid diff 2 inactive, NOD1 NF-kB reporter -8%, T cell HTS inactive, GPR55 activation 0.2%, KOR beta-arrestin-1 2.3%, NTR1 ag 0.6, KOR beta-arrestin-2 -2%, T cell HTS vesicle-bound % 20, NTR1 ag cell count 20 µM 50 and Myeloid diff 2 GFP+ MAC1+ % 0.5.
Screening COc1ccc(C2=CSC3=NCCN23)cc1Cl returned HEK293 NOD2/NF-kB 9%, GPR55 antagonists 10%, Myeloid diff 2 inactive, NOD1 NF-kB reporter -14%, T cell HTS inactive, GPR55 activation -0.2%, NTR1 ag 1.1, KOR beta-arrestin-2 -4%[20 µM], T cell HTS vesicle-bound % 52, NTR1 ag cell count 20 µM 73 and Myeloid diff 2 GFP+ MAC1+ % 0.6.
Screening N/C(=N\OC(=O)CC1CCCCC1)c1ccc(Cl)cc1 returned HEK293 NOD2/NF-kB -3%, GPR55 antagonists 21%, Myeloid diff 2 inactive, NOD1 NF-kB reporter -21%, T cell HTS inactive, GPR55 activation 0.3%, KOR beta-arrestin-1 -0.7%, NTR1 ag -0.6, KOR beta-arrestin-2 8%, T cell HTS vesicle-bound % 32, NTR1 ag cell count 20 µM 63 and Myeloid diff 2 GFP+ MAC1+ % 1.2.
Nc1cc(S(=O)(=O)N2CCOCC2)ccc1Oc1ccc(F)cc1 was read as HEK293 NOD2/NF-kB 6%, GPR55 antagonists 0%, Myeloid diff 2 inactive, NOD1 NF-kB reporter -20%, T cell HTS inactive, GPR55 activation 0.3%, KOR beta-arrestin-1 2.3%, NTR1 ag 0.8, KOR beta-arrestin-2 -39%, T cell HTS vesicle-bound % 44, NTR1 ag cell count 20 µM 62 and Myeloid diff 2 GFP+ MAC1+ % 0.2.
Screening O=C(CCCOc1ccc(Cl)cc1Cl)N1CCCc2ccccc21 returned HEK293 NOD2/NF-kB -15%, GPR55 antagonists 8%, Myeloid diff 2 inactive, NOD1 NF-kB reporter -24%, T cell HTS inactive, GPR55 activation -0.1%, KOR beta-arrestin-1 -4.8%, NTR1 ag 14, KOR beta-arrestin-2 20%, T cell HTS vesicle-bound % 31, NTR1 ag cell count 20 µM 48 and Myeloid diff 2 GFP+ MAC1+ % 0.5.
COc1ccc(-c2nc3ccccc3s2)cc1O was read as HEK293 NOD2/NF-kB -100%, GPR55 antagonists -1%, Myeloid diff 2 inactive, NOD1 NF-kB reporter 8%, T cell HTS inactive, GPR55 activation -0.1%, KOR beta-arrestin-1 -4.1%, NTR1 ag 2.0, KOR beta-arrestin-2 13%, T cell HTS vesicle-bound % 32, NTR1 ag cell count 20 µM 48 and Myeloid diff 2 GFP+ MAC1+ % 0.7.
Screening COc1cc(OC)cc(C(=O)Nc2ccc(S(=O)(=O)Nc3ccccn3)cc2)c1 returned HEK293 NOD2/NF-kB 14%, GPR55 antagonists -4%, Myeloid diff 2 inactive, NOD1 NF-kB reporter -7%, T cell HTS inactive, GPR55 activation 0.9%, KOR beta-arrestin-1 -0.9%, NTR1 ag -1.3, KOR beta-arrestin-2 21%, T cell HTS vesicle-bound % 15, NTR1 ag cell count 20 µM 39 and Myeloid diff 2 GFP+ MAC1+ % 0.7.
For O=C(CN1CCN(Cc2ccc3c(c2)OCO3)CC1)Nc1ccc2c(c1)OCCO2 the results were HEK293 NOD2/NF-kB -2%, GPR55 antagonists 4%, Myeloid diff 2 inactive, NOD1 NF-kB reporter -17%, GPR55 activation -0.1%, KOR beta-arrestin-1 0.7%, KOR beta-arrestin-2 14% and Myeloid diff 2 GFP+ MAC1+ % 0.4.
O=C(NNC1CC(=O)N(c2ccccc2)C1=O)c1ccco1 (configuration not stated) was read as HEK293 NOD2/NF-kB 12%, GPR55 antagonists 6%, Myeloid diff 2 inactive, NOD1 NF-kB reporter -32%, T cell HTS inactive, GPR55 activation 0.5%, NTR1 ag 2.2, KOR beta-arrestin-2 -34%[20 µM], T cell HTS vesicle-bound % 45, NTR1 ag cell count 20 µM 100 and Myeloid diff 2 GFP+ MAC1+ % 0.4.
Screening CCc1nn2c(N)c(/C=C3\C=Nc4ccccc43)c(=O)nc2s1 returned HEK293 NOD2/NF-kB 15%&8%, GPR55 antagonists 3%&-4%, Myeloid diff 2 inactive, NOD1 NF-kB reporter 3%&-38%, T cell HTS inactive, GPR55 activation 0.5%&0.6%, KOR beta-arrestin-1 7.6%&7.3%, NTR1 ag 4.5&2.7, KOR beta-arrestin-2 -15%, T cell HTS vesicle-bound % 15&49, NTR1 ag cell count 20 µM 50&55 and Myeloid diff 2 GFP+ MAC1+ % 0.9&1.1.
COc1cc(SC)ccc1C(=O)Nc1nc(C)cc(C)n1 was read as HEK293 NOD2/NF-kB 10%, GPR55 antagonists 1%, Myeloid diff 2 inactive, NOD1 NF-kB reporter -19%, T cell HTS inactive, GPR55 activation -0.1%, KOR beta-arrestin-1 -4.9%, NTR1 ag 0.1, KOR beta-arrestin-2 -62%[20 µM], T cell HTS vesicle-bound % 49, NTR1 ag cell count 20 µM 64 and Myeloid diff 2 GFP+ MAC1+ % 0.1.
Screening COCCn1c(C)cc(C(=O)COC(=O)c2ccc(-n3nc(C)cc3C)cc2)c1C returned HEK293 NOD2/NF-kB 18%, GPR55 antagonists 0%, Myeloid diff 2 inactive, NOD1 NF-kB reporter -15%, T cell HTS inactive, GPR55 activation 0.2%, KOR beta-arrestin-1 1.2%, NTR1 ag -0.8, KOR beta-arrestin-2 10%, T cell HTS vesicle-bound % 26, NTR1 ag cell count 20 µM 83 and Myeloid diff 2 GFP+ MAC1+ % 0.8.
COc1ccc(OCC(O)CN2CCN(c3ccc(OC)cc3)CC2)cc1 (configuration not stated) was read as HEK293 NOD2/NF-kB 17%, GPR55 antagonists 8%, Myeloid diff 2 inactive, NOD1 NF-kB reporter -9%, T cell HTS inactive, GPR55 activation 0.4%, KOR beta-arrestin-1 2.4%, NTR1 ag -0.2, KOR beta-arrestin-2 8%, T cell HTS vesicle-bound % 24, NTR1 ag cell count 20 µM 79 and Myeloid diff 2 GFP+ MAC1+ % 0.8.
`COc1ccc(CN2CCNC(=O)C2CC(=O)NCC2CCOCC2)c(F)c1` (configuration not stated) gave HEK293 NOD2/NF-kB 1%, GPR55 antagonists 14%, Myeloid diff 2 inactive, NOD1 NF-kB reporter -35%, T cell HTS inactive, GPR55 activation -0.1%, KOR beta-arrestin-1 3.6%, NTR1 ag 1.8, KOR beta-arrestin-2 -1%, T cell HTS vesicle-bound % 71, NTR1 ag cell count 20 µM 79 and Myeloid diff 2 GFP+ MAC1+ % 0.8.
C/C(=N\NC(=O)NC1CCCCC1)c1ccc(OC(F)F)cc1OC(F)F was read as HEK293 NOD2/NF-kB 14%, GPR55 antagonists 15%, Myeloid diff 2 inactive, NOD1 NF-kB reporter 1%, T cell HTS inactive, GPR55 activation 0.3%, KOR beta-arrestin-1 -5.1%, NTR1 ag 7.1, KOR beta-arrestin-2 -1%, T cell HTS vesicle-bound % 8, NTR1 ag cell count 20 µM 50 and Myeloid diff 2 GFP+ MAC1+ % 0.6.
`O=C(CSc1nnc(C2CC2)n1-c1ccccc1)Nc1ccc(N2CCOCC2)cc1` gave HEK293 NOD2/NF-kB -6%, GPR55 antagonists -9%, NOD1 NF-kB reporter 3%, T cell HTS inactive, GPR55 activation 0.0%, KOR beta-arrestin-1 -2.2%, NTR1 ag -1.5, KOR beta-arrestin-2 14%, T cell HTS vesicle-bound % 38 and NTR1 ag cell count 20 µM 33.
Screening CN(C)CCCN(Cc1cc2cc3c(cc2[nH]c1=O)OCO3)C(=S)Nc1cccc(Cl)c1 returned HEK293 NOD2/NF-kB 2%, GPR55 antagonists 30%, Myeloid diff 2 inactive, NOD1 NF-kB reporter -14%, T cell HTS inactive, GPR55 activation 0.2%, KOR beta-arrestin-1 2.2%, NTR1 ag 7.8, KOR beta-arrestin-2 -49%[20 µM], T cell HTS vesicle-bound % 35, NTR1 ag cell count 20 µM 86 and Myeloid diff 2 GFP+ MAC1+ % 0.3.
For CC(C)[C@H](NC(=O)c1ccccc1)C(=O)OCC(=O)N1CCc2ccccc2C1 the results were HEK293 NOD2/NF-kB 6%, GPR55 antagonists -10%, Myeloid diff 2 inactive, NOD1 NF-kB reporter -12%, T cell HTS inactive, GPR55 activation -0.1%, KOR beta-arrestin-1 4.0%, NTR1 ag -0.9, KOR beta-arrestin-2 -5%, T cell HTS vesicle-bound % 39, NTR1 ag cell count 20 µM 81 and Myeloid diff 2 GFP+ MAC1+ % 5.2.
For CC(C)N(C(=O)Cn1c(SCC(=O)NC2CC2)nc2ccccc21)C(C)C the results were HEK293 NOD2/NF-kB 5%, GPR55 antagonists 6%, Myeloid diff 2 inactive, NOD1 NF-kB reporter -21%, T cell HTS inactive, GPR55 activation 1.2%, NTR1 ag 2.0, T cell HTS vesicle-bound % 20, NTR1 ag cell count 20 µM 39 and Myeloid diff 2 GFP+ MAC1+ % 0.5.
For O=C(Nc1ccc2c(c1)OCCO2)c1cccc(S(=O)(=O)N2CCCCC2)c1 the results were HEK293 NOD2/NF-kB 4%, GPR55 antagonists 4%, Myeloid diff 2 inactive, NOD1 NF-kB reporter -11%, T cell HTS inactive, GPR55 activation 0.2%, KOR beta-arrestin-1 -1.0%, NTR1 ag 1.4, KOR beta-arrestin-2 -3%, T cell HTS vesicle-bound % 4, NTR1 ag cell count 20 µM 67 and Myeloid diff 2 GFP+ MAC1+ % 0.6.

Not all compounds are listed; count on the stated rates, not on these rows.
